HP1b binding inh = HTS for Inhibitors of HP1-beta Chromodomain Interactions with Methylated Histone Tails; Chromobox protein homolog 1 (Homo sapiens), P83916; AlphaScreen HP1-beta / biotin-H3K9me3 peptide binding; Potency, µM (top dose mostly 114 µM), without a hit: top-dose activity change, negative = inhibition, actives largely listed as inhibitors; 0.56% of 390,000 active; also: potency is read from the fitted curve at half-maximal effect; nearly all actives have a fitted effect of over 70% in size; inactives centre near 23
Target sequence (P83916 whole entry, looked up): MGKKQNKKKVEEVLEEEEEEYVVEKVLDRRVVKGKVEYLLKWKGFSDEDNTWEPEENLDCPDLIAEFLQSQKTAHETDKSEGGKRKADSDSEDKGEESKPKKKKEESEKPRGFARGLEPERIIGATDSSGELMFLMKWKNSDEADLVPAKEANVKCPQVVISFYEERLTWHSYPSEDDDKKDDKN
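HP1-beta protein (50 nM final) preincubated 30 min at room temperature with biotinylated H3(1-18)K9me3 peptide (50 nM) in PBS pH 7.4, 0.01% Tween-20, then compound added for 30 min. AlphaScreen streptavidin donor/nickel chelate acceptor beads (10 ug/mL final), 30 min dark, luminescence read.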
BAZ2B block = qHTS Assay for Inhibitors of BAZ2B | AlphaScreen BAZ2B-H3K14Ac peptide displacement | Potency, µM (highest dose often 114 µM), for the others: top-dose activity change, negative = inhibition, actives largely listed as inhibitors | Bromodomain adjacent to zinc finger domain protein 2B (Homo sapiens), Q9UIF8 | 4.4% of 360,000 active; also: potency is read from the fitted curve at half-maximal effect; % is scaled to controls: 0 for no effect and ±100 for the full control effect; nearly all actives have a fitted effect of over 60% in size
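Compounds, titrated to a top concentration of 110 uM, were incubated 30 min at room temperature with preformed BAZ2B/acetyl-K14 H3 peptide complex (50 nM each). Proximity signal was measured by AlphaScreen after 20 min with beads.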
ERG-DNA inh = qHTS for Small Molecule Inhibitors of the ERG Ets/DNA interaction. Transcriptional regulator ERG (Homo sapiens), P11308. Potency, µM (highest dose often 76.9 µM), for inactives: at the highest dose FP activity, negative = inhibition, most hits filed as inhibitors. 0.028% of 370,000 active. fluorescence polarization, His-ERG Ets domain / labelled DNA; active = well fitted inhibition curve with a large enough effect in the polarisation, with a control signal flat; inconclusive = small, poorly fitted or top-dose-only effect, or effect the other way, or a change in a side signal; inactive = no such curve, though single readings can be large or run the other way; the % refers to the polarisation;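 also: polarization taken with two DNA probes labelled with fluorescein and Texas red; potency is read from the fitted curve at half-maximal effect; % of control where 0% means no effect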
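His-tagged ERG Ets domain (1 uM in the protein solution; 300mM KCl, 50mM Tris-HCl, 1mM EDTA, 1mM DTT, pH 7.5) received compound, then a probe mix of 5 nM fluorescein-DNA and 100nM Texas-615-DNA. Fluorescence polarization was read for both dyes.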
ALOX12 inh = Primary qHTS assay for inhibitors of human arachidonate 12S-lipoxygenase (ALOX12): Round 2 | 1.1% of 580,000 active | Potency, µM (highest dose often 108 µM), for inactives: at the highest dose activity change, negative = inhibition, actives largely listed as inhibitors | AID 1671190, 2021 | purified 12hLO, xylenol orange hydroperoxide absorbance | Polyunsaturated fatty acid lipoxygenase ALOX12 (Homo sapiens), P18054; also: potency is read from the fitted curve at half-maximal effect; % is scaled to controls: 0 for no effect and ±100 for the full control effect
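Purified human 12hLO (150 nM final) in 25 mM Hepes, 0.01% Triton X-100, pH 7.0 was preincubated 15 min at room temperature with compound. Then 40 uM arachidonic acid was added, 30 min. Hydroperoxide was read by Fe-XO absorbance ratio 573/405 nm.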
JMJD2A Tudor inh = qHTS Assay for Inhibitors of JMJD2A-Tudor Domain. Lysine-specific demethylase 4A (Homo sapiens), O75164. AlphaScreen JMJD2A-Tudor / H3K4me3 peptide binding. Potency, µM (top dose mostly 114 µM), for the others: at the highest dose activity change, negative = inhibition, hits mostly inhibitors. 4.4% of 390,000 active. AID 504339, 2011; also: potency is read from the fitted curve at half-maximal effect; % is scaled to controls: 0 for no effect and ±100 for the full control effect; nearly all actives have a fitted effect of over 50% in size
PI4K2A block = qHTS for small molecular inhibitors of PI4K2A. 0.13% of 420,000 active. purified PI4K2A, ADP-Glo luminescence, 1 h; hits give low values. activity change, negative = inhibition, % at 76.9 µM. AID 1346378, 2018. Phosphatidylinositol 4-kinase type 2-alpha (Homo sapiens), Q9BTU6; in the data active = activity change below about -50%; inconclusive = mostly about -30% to -49%;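 also: -100% = wells without enzyme as full effect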
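In this quantitative HTS, ADP production by PI4K2A was quantified luminescently after 1 h at ambient temperature; 100 microM adenosine served as plate-quality control.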
RGS4 inhibitor = Inhibitors of Regulator of G Protein Signaling (RGS) 4: qHTS. Regulator of G-protein signaling 4 (Homo sapiens), P49798. 0.039% of 390,000 active. Potency, µM (doses to about 114 µM), for the others: at the top dose activity change, negative = inhibition, most hits filed as inhibitors. Transcreener GDP fluorescence polarization, RGS4-accelerated GTP hydrolysis. AID 504845, 2011; also: potency is read from the fitted curve at half-maximal effect; % is scaled to controls: 0 for no effect and ±100 for the full control effect; nearly all actives have a fitted effect of over 75% in size; some results filed as inactive show a strong effect at the top dose
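MLSMR compounds (23 nl, pin-transferred) preincubated 10 min at room temperature with a 500nM (2x) first reagent, then RGS4 at 900nM (2x) plus Transcreener GDP mix added; fluorescence polarization (620/688 nm) read before and after 90 min at 30 °C.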
GLS inhibitor = qHTS for Inhibitors of Glutaminase (GLS). AID 624170, 2012. GLS enzymatic activity, qHTS titration. Potency, µM (highest dose often 45.5 µM), without a hit: top-dose activity change, negative = inhibition, actives largely listed as inhibitors. 0.21% of 410,000 active; also: potency is read from the fitted curve at half-maximal effect; % is scaled to controls: 0 for no effect and ±100 for the full control effect
Target sequence (O94925 whole entry, looked up): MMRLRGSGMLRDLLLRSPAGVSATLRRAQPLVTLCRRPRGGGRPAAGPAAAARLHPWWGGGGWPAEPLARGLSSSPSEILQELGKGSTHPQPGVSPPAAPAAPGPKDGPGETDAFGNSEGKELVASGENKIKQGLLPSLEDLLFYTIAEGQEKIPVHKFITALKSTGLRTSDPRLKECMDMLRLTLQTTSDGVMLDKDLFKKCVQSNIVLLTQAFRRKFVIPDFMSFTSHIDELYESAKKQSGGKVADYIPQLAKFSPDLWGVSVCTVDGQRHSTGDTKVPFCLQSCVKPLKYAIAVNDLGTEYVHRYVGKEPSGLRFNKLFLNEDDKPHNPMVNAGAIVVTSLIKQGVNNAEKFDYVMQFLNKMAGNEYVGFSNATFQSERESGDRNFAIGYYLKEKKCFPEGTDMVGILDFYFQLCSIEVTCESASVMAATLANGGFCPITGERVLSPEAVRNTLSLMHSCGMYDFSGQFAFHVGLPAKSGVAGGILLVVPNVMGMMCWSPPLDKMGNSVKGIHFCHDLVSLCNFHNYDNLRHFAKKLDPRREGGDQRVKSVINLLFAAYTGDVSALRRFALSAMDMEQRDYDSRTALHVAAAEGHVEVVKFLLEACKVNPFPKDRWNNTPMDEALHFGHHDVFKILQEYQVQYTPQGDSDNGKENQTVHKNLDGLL
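Read-out is an Amplex red fluorescence increase coupled through glutamate oxidase and HRP, measured before and after 30 min room-temperature incubation. hKGA is in 45 mM KH2PO4 (pH 8.2) with 0.02% Tween-20; glutamine added as 1mM solution.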
G9a block = qHTS Assay for Inhibitors of Histone Lysine Methyltransferase G9a; Histone-lysine N-methyltransferase EHMT2 (Homo sapiens), Q96KQ7; G9a H3K9 monomethylation, AlphaScreen, 2 h; Potency, µM (top dose mostly 102 µM), for inactives: at the top dose activity, negative = inhibition, actives largely listed as inhibitors; 8.8% of 350,000 active; also: potency is read from the fitted curve at half-maximal effect; % is scaled to controls: 0 for no effect and ±100 for the full control effect; nearly all actives have a fitted effect of over 75% in size
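Step 1: enzyme (final 20 nM) with compound, 15 min RT. Step 2: substrate peptide 500 nM and SAM 20 uM, 2 h RT. Step 3: anti-H3K9me1 antibody and AlphaScreen beads, 10 min, then plate read.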
* = called active by the depositor; ? = inconclusive; . = not tested or not shown; [ ] = remark or other dose. Unless noted, calls follow the shape of the dose curve; as a rule, active = well fitted curve in the direction sought with a large enough effect; inconclusive = small, poorly fitted or top-dose-only effect, or another doubt; inactive = no such curve, though single readings can be large; an effect the other way counts as inactive or inconclusive.

molecule	HP1b binding inh	BAZ2B block	ERG-DNA inh	ALOX12 inh	JMJD2A Tudor inh	PI4K2A block	RGS4 inhibitor	GLS inhibitor	G9a block
COc1cccc(C2C=C(c3ccccc3)Nc3c(C(=O)Nc4ccccc4)cnn32)c1OC (stereo unspecified)	-8%	-35%	1%	0%	?	-2	-8%	9%	?
CC1=NN(c2nc(-c3ccc(C#N)cc3)cs2)C(=O)C1	15%	-3%	-8%	-14%	-29%	-8	?	-2%	.
CCCCN1C(=O)C2NN=C(C(=O)OC)C2C1=O (stereo unspecified)	18%	?	1%	0%	32%	-4	-15%	0%	?
CCOC(=O)c1c(C)n(C)c2ccc(O)cc12	.	.	.	?	.	3	.	35%[activator]	7%[12.7 µM]
Cc1ccc(N/C=C/C(=O)c2ccccc2)cc1C	23%	-5%	-5%	17%	-11%	-21	7%	11%	-10%[59 µM]
COc1ccc(NS(=O)(=O)c2ccc(S(=O)(=O)N(C)C)cc2)cc1S(N)(=O)=O	13%[57 µM]	.	2%	-1%	6%	4	-15%	-3%	-8%
COCCNC(=O)Cn1ncc2ccsc2c1=O	24%	4%	14%	1%	-8%	0	5%	-2%	8%
O=C(NCCc1cn2ccccc2n1)c1ccccc1F	32%	-1%	3%	7%	0%	-13	-4%	3%	-7%
C/C(Cn1nc([N+](=O)[O-])cc1C)=N\NC(=O)COc1c(Cl)cc(Cl)cc1Cl	9%	-33%	.	-3%	-15%	2	-1%	4%	16%[59 µM]
Cc1ccc(-c2cc(C(F)(F)F)n3nc(C(=O)Nc4ccc(C#N)cc4)cc3n2)cc1	2%	-13%	5%	-31%	-12%	-1	2%	0%	3%[59 µM]
Cc1ccc(-n2c(=O)cc(N3CCN(Cc4ccccc4)CC3)[nH]c2=O)cc1	46%	12%	7%	-3%	-3%	-12	-35%	0%	?
CSc1nc(O)c(Nc2cccc(Cl)c2)c(=O)[nH]1	39%	-18%	-7%	-1%	-8%	0	-24%	10%	-38%
CC(C)c1cccc(-c2ccc3c(c2)S(=O)(=O)c2cccc(C(=O)NCc4ccccc4)c2C3=O)c1	25%	.	-6%	-8%	-18%	0	2%	12%	.
COC(=O)C=CC(=NNc1ccccc1)c1ccccc1	-32%	.	2%	-29%	-35%	8	10%	1%	.
Cc1ccc(S(=O)(=O)CCC(=O)OCC(=O)NC(C)c2ccc(F)cc2)cc1 (stereo unspecified)	27%	-1%	2%	-16%	-14%	6	23%	-1%	-1%[59 µM]
NC(=O)C1CCN(C2=C(Cl)C(=O)c3ccccc3C2=O)CC1	?	25µM*	-1%	-17%	-29%	-2	?	-9%	11µM*
O=C(COC(=O)c1ccccc1)NC12CC3CC(CC(C3)C1)C2	39%[activator]	3%	9%	427%[activator]	8%	1	-24%	-8%	-12%[12.7 µM]
CC(C)(C)OC(=O)N[C@@H](Cc1ccccc1)C(=O)N[C@@H](CO)[C@H](O)[C@@H]1C[C@@H]1C(=O)NC1CC1	58%[activator]	-1%	-1%	3%	4%	4	-4%	-12%	.
CN(C)S(=O)(=O)c1cccc(C(=O)N(Cc2ccc(F)cc2)Cc2ccco2)c1	-4%	8%	-5%	464%[activator]	-36%	1	1%	-12%	6%[2.33 µM]
COc1ccc(C(c2nnnn2CCc2ccccc2)N2CCN(C)CC2)cc1OC (stereo unspecified)	25%	5%	6%	-1%	6%	-6	-19%	1%	-7%[12.7 µM]

Reprinted at random: 2 entries already listed.
molecule	HP1b binding inh	BAZ2B block	ERG-DNA inh	ALOX12 inh	JMJD2A Tudor inh	PI4K2A block	RGS4 inhibitor	GLS inhibitor	G9a block
CCCCN1C(=O)C2NN=C(C(=O)OC)C2C1=O (stereo unspecified)	18%	?	1%	0%	32%	-4	-15%	0%	?
CC(C)c1cccc(-c2ccc3c(c2)S(=O)(=O)c2cccc(C(=O)NCc4ccccc4)c2C3=O)c1	25%	.	-6%	-8%	-18%	0	2%	12%	.

More structures:
molecule	HP1b binding inh	BAZ2B block	ERG-DNA inh	ALOX12 inh	JMJD2A Tudor inh	PI4K2A block	RGS4 inhibitor	GLS inhibitor	G9a block
O=C(CN(CC1CCCO1)C(=O)CNS(=O)(=O)c1ccc(Cl)cc1)NCc1ccccc1 (stereo unspecified)	30%	2%	-3%	-20%	-7%	2	-21%	-2%	12%
O=C(Nc1c2c(nn1-c1ccc(F)cc1)CS(=O)C2)c1ccco1 (stereo unspecified)	?	-1%	-11%	0%	-1%	0	-10%	-10%	.
O=C1CCCN1CN(C(=O)c1ccccc1)c1ccc(F)cc1	29%	11%	-13%	0%	-4%[57.1 µM]	-2	37%	6%	-3%[2.33 µM]
O=C(/C=C/c1cn(-c2ccccc2)nc1-c1cccnc1)c1ccco1	5%	?	6%	9%	?	8	-44%	-1%	-32%
O=C(Nc1ccccc1F)c1ccc(CNS(=O)(=O)c2cccc(C(F)(F)F)c2)cc1	0%	2%	-3%	5%	-1%	4	-15%	-2%	7%[2.33 µM]
COc1ccc(CN(C)C(C)C(=O)Nc2ccc([N+](=O)[O-])cc2Cl)cc1OC (stereo unspecified)	-13%	?	-11%	-4%	?	-7	5%	-4%	-15%[59 µM]
COc1ccc(-n2nc(C(=O)NCCc3cccc(C)c3)c3c4ccccc4n(C)c3c2=O)cc1Cl	13%	.	2%	-20%	-19%	1	19%	17%	-3%[59 µM]
CNC(=S)Nc1cccc2[nH]ncc12	25%	11%	13%	-21%	31%	2	-2%	.	20%[59 µM]
CCn1c(=O)c(=O)n(CC)c2cc(S(=O)(=O)N3CCc4ccccc43)ccc21	40%[activator]	9%	13%	-13%	-9%	-4	6%	-3%	0%
Cc1cc(N2C(=O)CC(N3CCN(c4ccc(C(=O)c5cccs5)cc4)CC3)C2=O)no1 (stereo unspecified)	29%	4%	1%	32µM*	-13%	10	-13%	9%	?
COC(=O)CC1Oc2ccc(C)cc2-n2cc(-c3ccc(F)cc3)nc21 (stereo unspecified)	19%	-27%	0%	?	-16%	4	-20%	-5%	-26%[59 µM]
Cc1cccc(C(=O)OC2CCOC2=O)c1C (stereo unspecified)	35%	6%	12%	0%	-4%	-6	4%	13%	-6%
Cc1ccc(-c2nnc(N3CCOCC3)c3ccccc23)cc1S(=O)(=O)N(C)C	16%	9%	-9%	0%	-3%	-1	-10%	-7%	-4%
O=C(Nc1ccc(S(=O)(=O)NC2=NCCCCC2)cc1)C1COc2ccccc2O1 (stereo unspecified)	22%	-14%	-2%	5%	-19%	-5	-16%	-1%	-23%[12.7 µM]
O=C(Nc1ccc2c(c1)OCO2)C(=O)c1c[nH]c2ccccc12	41%[activator]	-20%	0%	-16%	-14%	-14	-11%	-8%	.
CCCC(=O)Nc1ccc2c(c1)nc(CN1CCN(C(=O)OCC)CC1)n2CC	62%[activator]	3%	-3%	7%	10%	-7	-7%	2%	?
O=C(CSc1nnc2c(Cl)cc(Cl)cn12)NC1CCS(=O)(=O)C1 (stereo unspecified)	11%	9%	12%	0%	-15%	10	32%	-2%	-1%
O=C(Nc1ccc(Cc2ccncc2)cc1)C1CCC(N2C(=O)C3CCCCC3C2=O)CC1 (stereo unspecified)	28%	-28%	3%	9%	1%	-4	3%	-5%	-1%
CC(OC(=O)CNC(=O)c1ccccc1)C(=O)Nc1ccc(S(=O)(=O)N2CCOCC2)cc1 (stereo unspecified)	14%	8%	5%	-7%	-17%	2	-23%	11%	-7%
O=c1c(-c2ccccc2Cl)c[nH]n1-c1ccccc1	10%	-30%	4%	0%	-24%	0	10%	-5%	-15%
c1ccc(CCC2CCCCN2Cc2cn[nH]c2-c2cc3ccccc3o2)nc1 (stereo unspecified)	34%	6%	-1%	0%	-13%	-5	-20%	1%	-4%
CCOc1ccc(-c2cc(C(=O)N3CCC(C)CC3)c3ccccc3n2)cc1	22%	.	17%	272%[activator]	-16%	3	-2%	2%	.
CN1C(=O)/C(=N/OC(=O)c2ccccc2Br)c2ccccc21	37%	-39%	-1%	-13%	-17%	0	12%[11.4 µM]	20%	?

Not all compounds are listed, so the mix of outcomes need not match the whole.
